PLC-beta3 inh: PLC-beta3 (human) inhibition, primary screen; Q01970; Purified PLC-beta3, fluorogenic substrate, fluorescence; inhibition, % at 12.2 µM; actives 0.18% (n = 370,000); AID 720704; in the data active = inhibition above about 11%;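 also: 0% = median of compound wells on plate and 100% = full blocker control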
Tn7 DDE FP: DD(E)-Tn7 binding inhibition, primary FP screen. P02675. FP displacement of FITC-Tn7 peptide from fibrin DD(E); 0% = median of compound wells per plate. inhibition, % at 8.3 µM. actives 0.13% (n = 370,000). AID 720508;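 active = inhibition above the mean of compounds falling within the control limits plus 3 SD of them, cut at about 14% in these data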;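 also: 0% = plate median of compound wells and 100% = 10 µM Aha-Tn7 peptide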
Target sequence (P02675 whole entry, looked up): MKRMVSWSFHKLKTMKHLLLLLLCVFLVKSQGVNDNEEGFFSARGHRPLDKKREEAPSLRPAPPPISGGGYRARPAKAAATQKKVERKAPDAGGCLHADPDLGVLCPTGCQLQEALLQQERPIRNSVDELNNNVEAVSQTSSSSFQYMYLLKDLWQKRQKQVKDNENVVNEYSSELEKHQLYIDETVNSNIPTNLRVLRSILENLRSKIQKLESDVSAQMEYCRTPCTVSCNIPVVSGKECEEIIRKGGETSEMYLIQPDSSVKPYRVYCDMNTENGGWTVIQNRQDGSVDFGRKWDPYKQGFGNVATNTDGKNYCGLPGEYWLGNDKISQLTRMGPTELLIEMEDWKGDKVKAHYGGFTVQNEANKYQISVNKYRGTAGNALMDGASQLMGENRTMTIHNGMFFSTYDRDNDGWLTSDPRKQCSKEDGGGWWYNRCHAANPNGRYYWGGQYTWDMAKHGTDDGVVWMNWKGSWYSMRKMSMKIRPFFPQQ
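Assay system: Human fibrin DD(E) protein | Medium: Tris buffer with calcium and detergent, pH 7.8 | Reagent: 0.1 µM fluorescent Tn7 | Compound dosing: Single point at 8.3 µM | Times: 10 min preincubation, 3 h with tracer, room temperature | Detection: Fluorescence polarization of the labelled Tn7 tracer | Controls: Aha-Tn7 high control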
TDP2 inh: blocks human TDP2 phosphodiesterase activity. recombinant TDP2, T5PNP hydrolysis, p-nitrophenol absorbance 415 nm. inhibition, % at 12.8 µM. actives 0.34% (n = 370,000);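 active = inhibition above the mean of all tested compounds plus 3 SD, set per campaign, cut at about 25% in these data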;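 also: 0% = DMSO with enzyme and 100% = buffer with substrate but no TDP2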
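test system = human TDP2 enzyme | input = TDP2 enzyme at 120 nM final | medium = 50 mM Tris-HCl pH 7.5 with Mg2+, KCl, DTT, BSA | also added = T5PNP substrate, 5 mM | times = 2 h at 37 °C | technique = epi absorbance | benchmarks = high control without enzyme, low control DMSO plus TDP2 | replication = each compound tested once, singlicate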
ARFGAP1 inhibitor: inhibitors of rat ARFGAP1; Arfgap1-stimulated ARF1 GTP hydrolysis, GDP FP detection; Q62848; AID 651572; actives 0.26% (n = 360,000); inhibition, % at 16.5 µM;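 active = inhibition above a per-plate limit, mean inhibition of low control wells plus 3 SD, cut at about 25% in these data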;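 also: 0% = DMSO wells with enzyme and 100% = wells lacking Arfgap1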
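Material: rat Arfgap1 catalytic domain, aa 1-136; also added: human ARF1(Δ1-17)-GTP substrate; compound dosing: one concentration, 16.5 µM, DMSO 1.26%; incubation: GTP hydrolysis reaction 2 h at 25 °C; measured by: Tracer-displacement fluorescence polarization with EDTA stop, 620/688 nm; evaluation: % inhibition from polarization; repeats: one replicate per compound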
ADAM17 inh: ADAM17 inhibition, QFRET primary screen | inhibition, % at 6.95 µM | P78536 | recombinant ADAM17, EDANS/DABCYL FRET peptide cleavage | actives 0.83% (n = 370,000);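 active = inhibition above the mean of compounds lying between control limits plus 3 SD, set per campaign, cut at about 8.5% in these data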;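 also: 0% = DMSO-only wells as the low control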
PLCg1 inh: blocks human PLC-gamma1 enzyme activity; P19174; purified PLC-gamma1, fluorogenic substrate, fluorescence; inhibition, % at 12.2 µM; actives 0.84% (n = 370,000); AID 720700; in the data active = inhibition above about 9.5%
ADAM10 inh: ADAM10 inhibition, QFRET primary screen; recombinant ADAM10, EDANS/DABCYL FRET peptide cleavage, 3 h; inhibition, % at 7 µM; actives 0.62% (n = 370,000);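 active = inhibition above a per-campaign cutoff equal to the mean of compounds falling between control-based bounds plus 3 SD, cut at about 20% in these data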;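 also: 0% = DMSO wells while the 100% control is not disclosed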
Target sequence (O14672 214-748 limits assumed): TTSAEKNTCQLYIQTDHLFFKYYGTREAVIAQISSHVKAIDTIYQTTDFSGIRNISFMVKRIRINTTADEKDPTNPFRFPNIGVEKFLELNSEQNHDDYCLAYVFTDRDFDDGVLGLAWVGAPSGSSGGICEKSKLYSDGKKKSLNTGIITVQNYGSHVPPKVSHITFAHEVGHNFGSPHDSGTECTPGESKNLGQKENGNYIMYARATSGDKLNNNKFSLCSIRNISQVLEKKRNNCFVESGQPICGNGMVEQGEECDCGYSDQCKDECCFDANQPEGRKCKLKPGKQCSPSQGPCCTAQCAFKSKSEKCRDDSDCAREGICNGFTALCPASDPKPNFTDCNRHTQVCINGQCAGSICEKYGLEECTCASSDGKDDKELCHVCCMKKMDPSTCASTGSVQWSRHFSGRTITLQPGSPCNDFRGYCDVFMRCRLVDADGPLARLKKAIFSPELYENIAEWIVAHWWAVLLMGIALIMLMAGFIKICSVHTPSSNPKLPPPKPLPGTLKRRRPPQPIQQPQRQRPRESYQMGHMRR
SIAE primary: human SIAE inhibition, primary screen; Q9HAT2; SIAE FP-Rh probe binding, fluorescence polarization; inhibition, % at 9.66 µM; actives 0.69% (n = 370,000); AID 1053197;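 active = inhibition above a cutoff: mean of compounds within the control limits plus 3 SD of those, cut at about 17% in these data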;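 also: 0% = plate median of compound wells and 100% = probe without SIAE protein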
ASAP1 inh: inhibitors of human ASAP1 ArfGAP activity; inhibition, % at 16.5 µM; actives 0.19% (n = 360,000); Q9ULH1; ASAP1-stimulated ARF1 GTP hydrolysis, GDP FP detection; AID 624377; in the data active = inhibition above about 25%;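 also: 0% = vehicle with enzyme and substrate and 100% = no enzyme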
Tn6 DDE FP: inhibitors of Tn6 peptide binding to human fibrin DD(E) | P02675 | Fibrin DD(E) TRITC-Tn6 fluorescence polarization displacement | inhibition, % at 8.3 µM | actives 0.21% (n = 370,000);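 active = inhibition above a per-campaign cutoff: mean of compounds within control limits plus 3 SD, cut at about 15% in these data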;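 also: 0% = median of all compound wells on the plate and 100% = blocking peptide control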
The depositor's hits bear a star; x = no result given.

item	SMILES	PLC-beta3 inh	Tn7 DDE FP	TDP2 inh	ARFGAP1 inhibitor	ADAM17 inh	PLCg1 inh	ADAM10 inh	SIAE primary	ASAP1 inh	Tn6 DDE FP
1	COc1ccc(C(=O)CSc2nnc(CN3CCCC3)n2-c2ccc(F)cc2)c(OC)c1	-0.1	-7.1	8.1	8.0	1.6	-2.0	2.3	-1.1	13.1	1.4
2	Cn1c(SCc2ccc([N+](=O)[O-])cc2)nc2c(c1=O)SCC2	-7.7	1.0	-3.4	-2.8	-2.3	-3.4	-10.6	5.6	-3.0	-1.1
3	CN(Cc1cnc2nc(N)nc(N)c2n1)c1ccc(C(=O)NC(CCC(=O)O)C(=O)O)cc1C(F)(F)F (stereo not drawn)	-303.6	-5.5	4.4	-4.9	-147.8	-231.7	-489.9	4.2	6.4	0.3
4	CC(CCc1ccccc1)NC(=O)C(=O)N1CCOCC1 (stereo not drawn)	0.4	3.9	5.4	12.6	-3.3	-0.2	-0.6	1.5	-3.8	-0.7
5	COc1ccc(-n2nc3c(c2NC(=O)c2cc(Br)ccc2Cl)CS(=O)C3)cc1 (stereo not drawn)	2.3	-4.5	8.1	8.7	-0.3	0.0	-4.2	0.0	8.1	1.0
6	CC1(C(=O)Nc2cccc3c2CCCC3)CCN1C(=O)C1(c2ccc(Cl)cc2)CC1 (stereo not drawn)	-5.9	-3.5	0.0	2.9	2.7	0.8	4.9	-3.0	-0.5	3.5
7	Cc1c(C(=O)Nc2ccc(F)cc2)cn2c(nc3ccccc32)c1C#N	-48.3	4.0	-3.6	6.3	-7.0	-29.8	-18.4	-6.1	10.3	3.8
8	Fc1ccc(N/N=C2/CCSc3sccc32)c(F)c1	-9.6	2.6	7.3	4.2	0.5	-2.5	4.0	6.5	2.7	-0.3
9	O=C(COc1ccccc1[N+](=O)[O-])Nc1cc(C(=O)O)cc(C(=O)O)c1	1.2	1.9	-2.7	-6.5	-2.1	1.6	0.2	-5.4	-3.6	2.9
10	Cc1ccc([N+](=O)[O-])c(C(=O)Nc2cccnc2Cl)c1	4.4	-0.2	-2.0	4.1	-2.2	-0.7	13.1	-4.5	-6.1	0.3
11	CCC(C(=O)NC1CCCC1)n1c(-c2ccccn2)nc2ccccc21 (stereo not drawn)	-2.5	-0.2	-0.9	2.7	-2.2	-5.3	-8.9	-1.4	5.3	3.6
12	COC(=O)/C(=N/Nc1ccc(C)cc1)N1CCCc2ccccc21	-7.2	1.8	-2.3	5.1	2.8	-3.6	7.7	-2.7	23.2	-0.6
13	CC1(C)CC2CC(C)(CN2C(=O)COC(=O)c2ccc(NC(=O)CC#N)cc2)C1 (stereo not drawn)	-9.9	2.5	5.4	3.0	-2.3	-0.4	-8.5	-20.8	7.3	-6.2
14	Cc1csc(NC(=O)CSc2nnc(NC(=O)NC(C)(C)C)s2)n1	-3.0	5.0	16.4	0.2	0.2	1.5	6.7	1.6	1.4	-11.4
15	Cc1ccc(NC(=O)c2c(C)nc3ccccn23)cc1C	-5.8	-4.1	19.7	6.6	-2.2	0.1	-0.5	-0.7	-4.1	-2.6
16	Cc1cc(C)c2cc(C#N)c(SCC(=O)Nc3ccc4c(c3)OCO4)nc2c1	-6.3	-4.2	-0.6	-1.6	-6.5	-4.6	-3.9	9.8	15.8	2.0
17	Cc1cc(NC(=O)COC(=O)c2cc(S(=O)(=O)N(C)C)ccc2Cl)no1	-5.3	11.1	-5.5	3.5	-2.2	3.5	-7.5	2.8	-3.4	3.0
18	CCO[C@@H]1OC(C(N)=O)=C[C@H](c2ccc3c(c2)OCO3)[C@H]1CCCO	-2.0	-0.6	4.6	2.4	-7.5	-3.6	-1.8	-2.0	1.5	3.2
19	Cc1cc(C(=O)CSc2nc3ccc(Cl)cc3[nH]2)c(C)n1C	-31.8	-3.8	-8.5	3.9	-0.1	-13.4	1.8	-12.5	14.0	-12.4
20	Cc1ccc(C)c(NC(=O)CN(C)C(=O)CSCc2c(C)noc2C)c1	-6.2	-6.7	-13.8	10.4	0.0	6.3	-7.6	2.8	-6.5	-0.8
21	O=C(CN1CCC(O)(c2cccc(C(F)(F)F)c2)CC1)NCCc1ccccc1	-3.9	0.0	-0.2	-8.7	-0.7	3.6	-0.6	-0.4	-3.9	11.0
22	COc1ccccc1CNC(=O)C12CC3CC(CC(C3)C1)C2	0.0	-4.6	-20.3	-13.8	3.4	4.3	6.0	5.4	2.6	-6.2
23	Cc1cccc(C)c1N1CC(=O)N(c2c(C)cccc2C)CC1=O	7.1	-1.6	10.9	-7.8	0.1	3.9	7.6	0.7	-1.6	7.2
24	CCC(Sc1nnc2c3ccccc3n(CC)c2n1)C(=O)Nc1sc2c(c1C#N)CCCC2 (stereo not drawn)	-1.1	-4.8	-0.9	14.9	-0.4	1.8	-12.0	-4.3	-6.6	0.2
25	CN(Cc1ccc([N+](=O)[O-])cc1)c1ccccc1	0.3	1.2	6.9	-1.6	-1.7	3.7	-5.5	6.7	-3.3	4.9
26	Cc1cc2nc(CSc3ccccc3)cc(=O)n2[nH]1	-1.6	3.3	0.8	12.7	0.5	0.7	-2.2	13.1	-11.0	6.5
27	O=C(C1CCC1)N1CCc2cc(S(=O)(=O)NCc3ccco3)ccc21	6.7	-1.4	-7.2	4.3	0.0	2.0	-1.5	2.4	10.6	-0.3
28	CCCCNC(=O)c1cc2c(=O)n(CC)c3ccccc3c2s1	-10.0	3.0	10.9	-0.2	-19.5	-0.9	-51.1	4.4	-13.9	1.6
29	NC(=O)C1CN(C(=O)c2cccc(S(=O)(=O)N3CCc4ccccc43)c2)c2ccccc2O1 (stereo not drawn)	-4.9	1.2	-17.8	-3.6	8.4	7.4	12.2	-7.3	-12.2	-12.3
30	CC(C)OC(=O)CC12CN3CN(C1)CC(CC(=O)OC(C)C)(C3)C2=O	1.4	0.9	2.7	-5.9	-6.7	1.5	-1.9	3.4	-11.8	-0.8
31	CC1(C)CC(=O)C=C(NCCN2CCN(C(=S)NC3CCCCC3)CC2)C1	-8.9	2.4	2.7	18.4	-3.8	-3.5	1.5	2.8	-3.4	6.1
32	O=C(CCNC(=O)c1ccco1)Nc1nc2ccccc2s1	-1.5	4.7	-1.6	7.8	-4.0	5.5	-1.1	0.5	2.3	0.1
33	O=C(/C=C/c1cccs1)c1ccc(Br)cc1	4.7	-4.8	-8.2	-17.1	6.5	6.3	9.7	-1.4	1.1	4.0
34	CSc1ccccc1NC(=S)Nc1ccc(S(N)(=O)=O)cc1	3.2	0.0	-4.2	6.5	-1.6	2.8	-9.9	2.1	9.8	-1.4
35	CC(=O)N/N=C\c1cccc(OC/C=C/c2ccccc2)c1	-7.7	-9.3	-7.5	11.5	1.5	5.0	8.0	-5.9	7.9	-3.5
36	COc1cc2nc3n(c(=O)c2cc1OC)-c1ncccc1C(=O)NC3Cc1ccccc1 (stereo not drawn)	0.1	3.0	-4.0	-0.6	2.4	-0.2	-4.7	-2.4	-11.9	8.9
37	CC(C)C(=O)NNS(=O)(=O)c1ccccc1	-2.4	2.1	-0.1	-1.1	-6.9	-0.8	3.9	-6.2	-6.4	-3.8
38	Cc1cccc(Cl)c1NC(=O)N1CCCN(c2nc3ccc(Cl)cc3s2)CC1	-7.6	12.7	13.7	0.9	-1.4	1.4	5.7	-5.2	-14.8	1.9
39	CN(CC(=O)Nc1cccc(F)c1)C(=O)c1ccccc1Sc1ccccc1C#N	-4.6	3.5	3.8	-1.7	1.0	-0.4	0.9	-2.2	-2.8	5.0
40	Cc1ccc(C(=O)N/C(=C\C=C\c2ccccc2)C(=O)NCc2ccco2)cc1	-10.6	3.7	4.5	-13.4	0.6	-10.4	2.3	-6.5	2.0	1.0
41	CN(C)CCNC(=O)c1[nH]nc2c1CCc1ccccc1-2	0.0	4.0	9.3	-3.9	-3.2	1.5	-1.5	-2.6	5.0	-1.1
42	COc1ccccc1CCC(=O)Oc1ccccc1C#N	-8.8	-7.1	-16.2	14.6	1.8	0.2	-20.5	3.3	-1.7	1.9
43	O=C(/C=C/c1ccccc1Cl)NCCN1CCOCC1	2.5	0.5	14.8	-7.8	0.0	3.8	0.5	2.0	6.9	-0.4
44	Cc1c(Br)c([N+](=O)[O-])nn1CC(=O)Nc1ccc(C(N)=O)cc1	-4.8	-3.1	6.0	-7.3	-5.2	0.6	4.4	-4.0	-1.8	0.9
45	Cc1ccc(NC(=O)[C@@H]2CC(=O)O[C@@H]2c2ccccc2)c(C)c1	-0.6	4.2	3.0	x	-3.0	-2.8	-3.0	-0.5	x	-2.1
46	Cc1cccc(N2CCN(S(=O)(=O)c3ccc4c(c3)C(C)(C)C(=O)N4C)CC2)c1C	-1.9	-9.9	-14.4	3.6	8.8*	5.8	19.6	-1.1	0.8	2.2
47	Cc1[nH]n(-c2ccccc2)c(=O)c1N=Nc1ccc(Cl)cc1	-4.8	-7.9	-17.7	-6.0	-1.8	5.9	1.7	-4.3	6.2	-4.6
48	O=C(COc1ccc(Br)cc1Cl)NC(=S)Nc1ccccn1	-8.8	0.4	-3.4	-13.1	-0.1	-1.5	1.6	5.8	7.7	-4.9
49	O=S(=O)(Nc1ccn(-c2ccccc2)n1)c1ccc(Br)cc1	-14.2	-8.7	1.1	-3.4	-2.2	-7.6	-17.3	-0.5	-2.3	3.5
50	COC(=O)C1=CN(c2ccc(OC)cc2)C(N)=C(C#N)C1c1ccc(OC)cc1 (stereo not drawn)	-37.4	-6.6	0.0	0.9	-4.1	-23.0	-9.2	7.2	-9.5	-0.5
51	CSc1ccccc1C(=O)NCC(c1ccco1)N(C)C (stereo not drawn)	-4.6	-5.4	-6.5	5.3	0.2	5.3	-8.6	7.6	1.8	1.5
52	CCC1(O)c2ccccc2-c2ncccc21 (stereo not drawn)	-0.6	0.3	0.5	8.4	3.0	2.4	0.0	3.5	1.4	4.5

Part of the list above, screen by screen.
44. Cc1c(Br)c([N+](=O)[O-])nn1CC(=O)Nc1ccc(C(N)=O)cc1
45. Cc1ccc(NC(=O)[C@@H]2CC(=O)O[C@@H]2c2ccccc2)c(C)c1
Compound | 44 | 45
PLC-beta3 inh | -4.8 | -0.6
Tn7 DDE FP | -3.1 | 4.2
TDP2 inh | 6.0 | 3.0
ARFGAP1 inhibitor | -7.3 | x
ADAM17 inh | -5.2 | -3.0
PLCg1 inh | 0.6 | -2.8
ADAM10 inh | 4.4 | -3.0
SIAE primary | -4.0 | -0.5
ASAP1 inh | -1.8 | x
Tn6 DDE FP | 0.9 | -2.1

Source: PubChem (The Scripps Research Institute Molecular Screening Center)
